Screening results (PubChem)
FBW7 act = activators of human E3 ligase FBW7. Q969H0. AlphaScreen FBW7–phospho-cyclin E peptide binding, activator screen. normalized activity (activation), % at 26.1 µM. actives 0.13% (n = 650,000); in the data active means normalized activity above about 1.9%;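 further: purified mutant Fbw7 with reduced substrate affinity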
TEAD-YAP block = TEAD-YAP interaction inhibition. HEK-TIYL cells, TEAD-Gal4/YAP UAS-luciferase luminescence. inhibition, % at 9.12 µM. actives 1.4% (n = 640,000). AID 1259422; in the data active means inhibition above about 32%;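 further: 0% = median of test compound wells and 100% = reference inhibitor wells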
GPR151 activ = activates the human receptor GPR151 | Q8TDV0 | PathHunter beta-arrestin GPR151 cells, luminescence | activation, % at 11.2 µM | actives 1% (n = 650,000); in the data active means activation above about 4.9%;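 further: 0% = median of compound wells and 100% = cells with positive control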
Target sequence (Q8TDV0 whole entry, looked up): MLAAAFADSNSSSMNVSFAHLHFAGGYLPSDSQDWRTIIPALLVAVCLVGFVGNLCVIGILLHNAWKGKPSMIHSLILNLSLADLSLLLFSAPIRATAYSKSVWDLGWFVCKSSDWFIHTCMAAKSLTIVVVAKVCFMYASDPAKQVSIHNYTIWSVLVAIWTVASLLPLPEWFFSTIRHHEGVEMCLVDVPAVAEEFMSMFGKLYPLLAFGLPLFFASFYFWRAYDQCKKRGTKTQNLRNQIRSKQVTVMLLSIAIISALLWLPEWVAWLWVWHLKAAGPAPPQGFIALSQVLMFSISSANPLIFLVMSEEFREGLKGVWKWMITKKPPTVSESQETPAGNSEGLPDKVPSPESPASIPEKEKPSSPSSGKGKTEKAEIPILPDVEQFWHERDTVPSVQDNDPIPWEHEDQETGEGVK
MITF inh = blocks human microphthalmia-associated transcription factor. AlphaScreen MITF homodimerization, bead proximity signal. actives 0.91% (n = 650,000). AID 1259374. inhibition, % at 2.6 µM. O75030; in the data active means inhibition above about 50%;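 further: 0% = vehicle wells with protein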
Target sequence (O75030 whole entry, looked up): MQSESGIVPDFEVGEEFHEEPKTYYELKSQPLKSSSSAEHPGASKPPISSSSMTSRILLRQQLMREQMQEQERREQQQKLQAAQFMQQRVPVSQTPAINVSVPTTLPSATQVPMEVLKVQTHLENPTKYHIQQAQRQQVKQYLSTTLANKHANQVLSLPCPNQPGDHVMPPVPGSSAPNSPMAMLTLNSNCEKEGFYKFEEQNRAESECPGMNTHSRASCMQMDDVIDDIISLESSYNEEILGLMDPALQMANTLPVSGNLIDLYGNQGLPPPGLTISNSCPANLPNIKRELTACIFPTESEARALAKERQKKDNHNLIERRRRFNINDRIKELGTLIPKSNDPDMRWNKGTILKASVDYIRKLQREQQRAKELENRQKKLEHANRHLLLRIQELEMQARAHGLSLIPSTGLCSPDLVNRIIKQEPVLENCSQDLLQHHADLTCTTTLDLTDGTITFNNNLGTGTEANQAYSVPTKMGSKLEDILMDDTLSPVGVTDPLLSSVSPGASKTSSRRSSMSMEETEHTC
* marks the source's active call; other numbers are inactive results.

compound	FBW7 act	TEAD-YAP block	GPR151 activ	MITF inh
CCc1ccc(OCC(=O)NCCOc2ccccc2)cc1	-0.1	-21	-0.1	-8
COc1cccc(CN(CCCN2CCOCC2)C(=O)Nc2ccc(-c3cn[nH]c3)cc2)c1	0.9	-2	0.5	42
COc1ccc(CCNC(=O)c2cc(-c3ccc(OC)c(OC)c3)nc3ccccc23)cc1OC	0.1	-5	-1.0	3
CC(Sc1nncs1)C(=O)NC(C)c1ccc(F)cc1 (configuration not stated)	-0.1	-5	-0.9	14
O=C(Nc1cnn(CC(=O)N(CC2CCC2)CC2CCCO2)c1)c1ccccc1F (configuration not stated)	0.1	2	0.5	7
O=C(NCCCN1CCOCC1)c1cnn2c(C(F)(F)F)cc(-c3ccccc3)nc12	0.1	10	-0.8	16
CC1CCN(Cc2nnnn2CC(=O)NCCc2cnn(-c3ccccc3)c2)CC1	-0.1	2	4.4	4
COc1ccc(NS(=O)(=O)c2c(C)[nH]c(=O)[nH]c2=O)c(OC)c1	0.0	11	-0.8	-7
COc1ccc(CCNC(=O)C2CC2(c2ccc(C)cc2)c2ccc(C)cc2)cc1OC (configuration not stated)	-0.1	17	-0.2	12
CCOC(=O)c1c(NC(=O)C(C)Sc2nnc(CNC(=O)c3ccco3)n2C2CCCCC2)sc2c1CCCC2 (configuration not stated)	0.1	4	4.2	-7
O=C(NN=C1C2CC3CC1CC(Cl)(C3)C2)c1cccnc1	-0.1	-13	-0.1	20
CC1=C(C(=O)Nc2ccccc2)C(c2ccccc2)C(C(=O)Nc2ccccc2)=C(C)N1	0.2	7	0.9	2

3 compounds already listed, arranged by number of heavy atoms, ascending:
compound	FBW7 act	TEAD-YAP block	GPR151 activ	MITF inh
COc1ccc(NS(=O)(=O)c2c(C)[nH]c(=O)[nH]c2=O)c(OC)c1	0.0	11	-0.8	-7
O=C(NCCCN1CCOCC1)c1cnn2c(C(F)(F)F)cc(-c3ccccc3)nc12	0.1	10	-0.8	16
CCOC(=O)c1c(NC(=O)C(C)Sc2nnc(CNC(=O)c3ccco3)n2C2CCCCC2)sc2c1CCCC2 (configuration not stated)	0.1	4	4.2	-7

Additional structures
compound	FBW7 act	TEAD-YAP block	GPR151 activ	MITF inh
Cc1scc(C(=O)NN2CCN(C)CC2)c1-c1ccccc1	0.2	-3	-1.8	12
O=c1[nH]c(C(F)(F)F)nc2ccc3ccccc3c12	0.0	15	-0.1	9
Cc1c(C(=O)O)sc2ncn(CC(=O)Nc3cccc(C(F)(F)F)c3)c(=O)c12	0.8	4	1.7	15
Nc1nc(NCCc2ccc(O)cc2)cc(N2CCN(Cc3ccc4c(c3)OCO4)CC2)n1	-0.3	3	-1.6	20
Cc1ccc(S(=O)(=O)n2c(C)nc3ccccc32)cc1	0.6	11	-0.6	6
COc1cccc(/C=C(\C#N)C(=O)Nc2cccc(Cl)c2C)c1O	0.0	-1	1.9	-1
COC(=O)c1cnn2c(C(F)(F)F)cc(-c3ccc(OC)c(OC)c3)nc12	0.2	4	-0.2	0
Cc1ccccc1NC(=O)C(=O)NCc1cccnc1	-0.4	-9	0.6	5
COc1ccc2oc(C(=O)NC(C)(C)C)c(C)c2c1	0.1	-52	-0.4	14
O=C1NC(=Nc2ccccc2Cl)S/C1=C/c1ccncc1	0.1	-4	-1.6	14
C/C(CC(=O)NC12CC3CC(CC(C3)C1)C2)=N\NC(=O)c1ccccc1Br	0.1	-16	-1.7	4
Cc1ccc(C(=O)N2CCN3C(=O)[C@@H](CO)NC(=O)[C@H]3C2)cc1F	0.0	5	-0.3	-3

Whole records from above:
O=C1NC(=Nc2ccccc2Cl)S/C1=C/c1ccncc1 as listed: FBW7 act = 0.1; TEAD-YAP block = -4; GPR151 activ = -1.6; MITF inh = 14
C/C(CC(=O)NC12CC3CC(CC(C3)C1)C2)=N\NC(=O)c1ccccc1Br as listed: FBW7 act = 0.1; TEAD-YAP block = -16; GPR151 activ = -1.7; MITF inh = 4

Following part
compound	FBW7 act	TEAD-YAP block	GPR151 activ	MITF inh
CC1CCc2c(sc3ncn4c(=O)n(CC(=O)NC5CC5)nc4c23)C1 (configuration not stated)	0.2	-4	-2.3	8
O=C(CC1(O)C(=O)N(Cc2ccccc2Cl)c2ccccc21)c1cccnc1 (configuration not stated)	0.3	10	1.5	14
O=C1CN(O)C=C2N=c3ccccc3=C2N1c1ccc([N+](=O)[O-])cc1	0.0	-5	-0.4	-3
COC(=O)CC[C@H]1CN(Cc2ccc(O)cc2)CC[C@H]1N1CCN(C)CC1	0.3	7	0.2	3
CCCn1c(=O)c2c(nc3n(-c4ccc(C)cc4)c(C)c(C)n23)n(C)c1=O	-0.2	6	3.3	-2
CC(C)c1nnc(SCC(=O)Nc2ccc(F)cc2)n1C	-0.1	-6	1.9	1
Cc1ccc(N(C(=O)c2snc(C(N)=O)c2N)C(C)C(=O)NC(C)(C)C)cc1C (configuration not stated)	-0.2	0	1.3	3
O=C(NN1C(=O)c2ccccc2C1=O)c1ccc2c(c1)C(=O)N(c1ccccc1-c1ccccc1)C2=O	0.0	-2	0.8	0
CCOC(=O)C(Cc1ccc(N=Cc2ccco2)cc1)N1C(=O)c2ccccc2C1=O (configuration not stated)	0.1	-2	1.6	-4
CCOC(=O)CSc1nnc(-c2ccoc2C)n1-c1ccc(C)cc1	0.0	0	1.5	12
COc1ccc(NC(=O)c2oc3ccccc3c2NC(=O)C(C)(C)C)c(OC)c1	0.3	4	0.7	-3
CCOC(=O)c1c(NC(=O)CSc2nnc(CNC(=O)c3cccc(OC)c3)n2-c2cc(C)ccc2C)sc2c1CCCC2	-0.1	-4	-0.4	-1
Cc1cc(C)cc(NC(=O)C(Sc2nnc(N)s2)c2ccccc2)c1 (configuration not stated)	0.1	0	2.7	4
N#CCSc1nc2ccccc2c(=O)n1-c1ccc(F)cc1	0.0	-13	-0.2	3
O=C(CCc1ccccc1)Oc1ccccc1[N+](=O)[O-]	0.1	6	0.6	-7
O=C(NCc1nc(-c2ccc(Cl)cc2)no1)c1cccc(I)c1	0.0	-14	0.7	-1
COc1cc(OC)cc(C(=O)Nc2ccc(N3CCOCC3)c(Cl)c2)c1	-0.2	-28	-3.2	-10
COc1ccc(OC)c(/C=C2\Sc3ccccc3C2=O)c1	0.3	-2	-0.5	0
COc1ccc(NC(=O)CSc2cn(Cc3ccc(Cl)cc3)c3ccccc23)cc1	-0.1	-1	-0.5	1
O=C1CCC(CCC(=O)N2CCC(c3nc4ccccc4o3)CC2)(Cc2cccs2)N1 (configuration not stated)	0.0	-7	-0.8	-2
O=C(c1cc(Br)ccc1Cl)N1CC(c2nc3ccccc3[nH]2)C1	0.5	15	-3.1	7
CCC(CC)C(=O)Nc1cccc(NC(C)=O)c1	0.2	7	0.9	5
O=C(NCc1cccnc1)c1cccc(-c2cccs2)n1	-0.1	5	1.6	20
COc1ccc(C)cc1NC(=O)C1C2C=CC3(CN(C(C(=O)NC4CCCCC4C)c4ccc(Cl)cc4)C(=O)C13)O2 (configuration not stated)	0.3	6	-1.6	-9
COc1cccc(-c2ccc(NC(=O)C3CCCN(Cc4cnc(C)s4)C3)cc2)c1 (configuration not stated)	0.0	4	1.7	2
CC(C)(C)OC(=O)N1CCC[C@H](C(=O)c2ccccc2F)C1	0.2	-3	-1.0	1
CC1CCN(CC(=O)Nc2nccs2)CC1	-0.2	5	1.6	-12
COC(=O)CN(C)S(=O)(=O)c1ccc([N+](=O)[O-])cc1	-0.1	-3	4.5	-5
Nc1[nH]ncc1-c1ccc(NC(=O)C2COc3ccccc3C2)cc1 (configuration not stated)	-0.1	-5	-0.5	-1
Cc1occc1-c1nnc(SCC(=O)Nc2cccc(F)c2)n1C	-0.3	-9	-0.1	-9
Oc1cccc(-c2cnn3ccc(NCc4cccnc4)nc23)c1	0.2	2	1.1	18
O=C(NC1CCCCCCC1)C1CCCN(S(=O)(=O)c2cnc[nH]2)C1 (configuration not stated)	0.7	6	-0.8	0
Cc1cnn(CCCNC(=O)Nc2ccc(F)c(Cl)c2)c1	0.5	-6	-0.3	0
CCOc1cc2c(cc1OCC)C(c1ccc(OC)c(OC)c1)OC(=O)C2 (configuration not stated)	-0.1	-6	1.8	6
COc1ccc(OC)c(C2/C(=C(\O)c3ccc([N+](=O)[O-])cc3)C(=O)C(=O)N2CCCCCC(=O)O)c1 (configuration not stated)	0.4	-2	-0.4	46
COc1cc(CN2CCN(Cc3ccc(C)cc3)C(CCO)C2)ccc1F (configuration not stated)	-0.2	1	0.3	-2
CCN(CC)C(=O)C1CCCN(c2cc(C(=O)NCCN3CCOCC3)c3ccccc3n2)C1 (configuration not stated)	-0.1	-7	-2.5	-7
OCCN1CCN(c2cc(-c3ccc(F)cc3)nc(-c3ccccc3)n2)CC1	0.1	4	-1.3	6
COc1ccc(CCNc2cc(N3CCN(S(=O)(=O)N(C)C)CC3)ccc2[N+](=O)[O-])cc1OC	0.1	39*	1.8	5
Cc1[nH]c2ccccc2c1C(c1ccncc1)N1CCCCC1 (configuration not stated)	0.3	1	-1.2	11
CSCC(=O)NCC1Cc2cccc(-c3ccncc3)c2O1 (configuration not stated)	-0.1	0	1.4	-1
CCC(=O)NCC(c1ccc2c(c1)OCO2)N1CCN(c2ccc(F)cc2)CC1 (configuration not stated)	0.1	10	-2.0	11
COc1ccc(Nc2ncnc3[nH]ncc23)cc1Cl	-0.3	-9	-0.5	-14
CCCn1c(=O)c2c(nc3n(-c4ccc(F)cc4)c(C)cn23)n(C)c1=O	0.8	2	0.3	21
COc1c(C)cnc(Cn2nc3c4ccccc4nc(C4CC4)n3c2=O)c1C	0.0	-3	-0.1	-10
FC(F)(F)c1ccc(CN2CCSCC2)cc1	-0.2	8	-1.3	58*
CCOc1ccc(/C=C2\N=C(c3cccc(F)c3)OC2=O)cc1OC	-0.1	7	-1.6	-3
N#C/C(=C\c1cccc(Cl)c1)c1nn(CCO)c(N)c1C#N	0.3	-22	1.7	4
CN1C(=O)c2ccccc2Sc2ccc(C(=O)N3CCCC3)cc21	0.0	3	0.1	6
COc1ccc(-c2cc(C(=O)N3CCCC3)c3ccccc3n2)cc1	0.0	-38	-2.2	1
CN(C(=O)COc1ccc(C#N)cc1)C1CCCCC1	-0.1	-19	1.1	-4
O=C(NC1CCCCC1)c1ccc2nc(-c3ccccc3)c(-c3ccccc3)nc2c1	0.0	1	-0.3	-1
Cc1ccc2ncnc(NC(C)C(=O)O)c2c1 (configuration not stated)	0.2	5	0.3	21
COc1ccc(NC(=O)CN2CCN(c3nccn3-c3ccc(C)cc3)CC2)cc1OC	-0.6	7	-0.4	10
O=C1CCSc2c1cccc2C(=O)NCc1ccco1	0.0	0	2.2	-11
Cc1cc(N2CCCCC2)nc(NCCNS(=O)(=O)Cc2ccccc2)n1	-0.2	55*	-0.6	4
CCOC(=O)Cn1c(=O)c2c(nc3n(-c4ccccc4C)c(C)cn23)n(C)c1=O	0.7	1	-0.7	13
COc1ccc(S(=O)(=O)N2CCOC2CNC(=O)C(=O)NCc2ccccn2)cc1 (configuration not stated)	-0.3	5	-0.1	-7
O=C(Oc1ccccc1)/C(=C/c1nc2ccccc2n1Cc1ccc(Br)cc1)c1ccccc1	-0.2	-8	-0.4	-4
Cc1cccc(CNC(=O)CCCN2C(=O)COc3ccc(C)cc32)c1	-0.3	2	0.3	-14

(continued)
compound	FBW7 act	TEAD-YAP block	GPR151 activ	MITF inh
C=CCN(c1ccc(F)cc1)S(=O)(=O)c1cc(C(=O)O)ccc1Cl	0.1	-1	-0.6	3
O=C(N/N=C/c1cccc(O)c1)NC1CCCCC1	0.7	-6	-2.8	19
Cc1cc(Cl)ccc1OCCCC(=O)NNS(=O)(=O)c1ccc(Cl)cc1	0.1	9	0.3	-13
OCCNC(c1ccc(Br)cc1)C(NCCO)c1ccc(Br)cc1 (configuration not stated)	0.2	7	-2.1	11
COc1ccc(NC(=O)C(c2ccc(C)cc2)N(Cc2ccco2)C(=O)Cc2cccs2)cc1 (configuration not stated)	-0.1	4	0.8	7
CCCN(CC1CC1)C(=O)CSc1nnc(Nc2cccc(C)c2)s1	0.5	-1	-0.8	6
O=C(CSc1nc2ccccc2c(=O)n1CC1CCC(C(=O)NCCc2ccccc2)CC1)NCc1ccco1 (configuration not stated)	0.0	-10	1.4	-19
NC(=O)C1CCCc2c1[nH]c1ccccc21 (configuration not stated)	-0.1	-1	0.9	3

Random draw from the library. About 3.4% of those tested had a hit in this group.
